Assay outcomes from PubChem.
C diff growth: blocks growth of Clostridium difficile | growth activity, negative = inhibition, % at 16 µg/mL (by protocol) | Clostridium difficile clinical isolate growth, OD600, 24 h; hits give low values | hit rate 0.25% among 86,000;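 active means mean growth activity at or below -80% and every replicate also at or below -80%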;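 further: 0% = DMSO wells and -100% = levofloxacin 16 µg/mL wells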
An asterisk follows results filed as active; & = joins results of further samples. Some of the compounds tested, so the mix of outcomes need not match the whole.

Preview, two compounds:
SMILES	C diff growth
CC1=C2C[C@H]3[C@@H](CC=C4C[C@@H](O)CC[C@@]43C)[C@@H]2CC[C@]12O[C@@H]1C[C@H](C)CN[C@@H]1C2C (some centres undefined)	-3
C=CC1CN2CCC1C[C@@H]2CO (some centres undefined)	-8

The listing, from the first entry:
SMILES	C diff growth
CC1=C2C[C@H]3[C@@H](CC=C4C[C@@H](O)CC[C@@]43C)[C@@H]2CC[C@]12O[C@@H]1C[C@H](C)CN[C@@H]1C2C (some centres undefined)	-3
C=CC1CN2CCC1C[C@@H]2CO (some centres undefined)	-8
CC[C@H]1C=C(C(=O)N[C@@]2(C(=O)O)C[C@H]2CC)[C@H]2CCC(=O)[C@H]2C1	-1
CCOC(=O)[C@@H]1[C@@H]2NC(=O)N[C@@]1(C)Oc1ccccc12	-5&-8
